# S1P1 ag pot – S1P1 agonists and agonism potentiators, primary screen, cell-based, primary and confirmation screens, CRE-bla reporter; activation, % at 9.5 µM; actives 0.57% (n = 56,000); S1P1 CRE-bla cells, forskolin, beta-lactamase FRET, potentiator mode; S1P1 agonist co-added at EC20, 2 nM; 100% = saturating reference agonist, 0% = basal; Sphingosine 1-phosphate receptor 1 (Homo sapiens), P21453;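 active = activation above a cutoff set at the mean activation of all tested compounds plus 3 SD, cut at about 54% in these data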;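 note: forskolin at 4 µM as EC80 and the EC20 agonist is SEW2871; 100% = SEW2871 at its EC100 plus forskolin at EC80; some compounds past the cut are filed as inactive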
# S1P3 agonist – human S1P3 receptor agonists, primary screen, cell-based, primary and confirmation, NFAT-BLA reporter; Sphingosine 1-phosphate receptor 3 (Homo sapiens), Q99500; S1P3 NFAT-BLA reporter cells, agonism, FRET ratio; relative to 1 µM S1P, basal subtracted; activation, % at 4.5 µM; actives 0.1% (n = 60,000); AID 373, 2006;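 active = activation above the screen-wide mean plus 3 SD, cut at about 4.5% in these data, passing the limit was not always enough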; note: some compounds called inactive have numbers as strong as hits
# Target sequence (Q99500 whole entry, looked up): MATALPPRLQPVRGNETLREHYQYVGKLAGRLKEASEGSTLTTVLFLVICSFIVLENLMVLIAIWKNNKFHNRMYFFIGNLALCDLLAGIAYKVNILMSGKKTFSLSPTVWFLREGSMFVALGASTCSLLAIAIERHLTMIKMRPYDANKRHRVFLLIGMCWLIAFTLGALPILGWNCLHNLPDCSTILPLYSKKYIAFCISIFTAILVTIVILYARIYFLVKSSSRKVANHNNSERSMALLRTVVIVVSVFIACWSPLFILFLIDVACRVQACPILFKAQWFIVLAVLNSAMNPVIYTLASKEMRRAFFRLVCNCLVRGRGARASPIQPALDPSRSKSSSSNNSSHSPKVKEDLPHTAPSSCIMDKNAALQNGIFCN
#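 Material: Human S1P3 NFAT-BLA reporter CHO cells | Incubation: Overnight plating, 4 h compound 37 °C, 2 h substrate RT | Signal: FRET β-lactamase substrate fluorescence, excitation 405 nm, 460/535 nm emission ratio, background-subtracted | Compound: 4.5 µM final, single dose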
# Jurkat tox 60K – cytotoxicity toward Jurkat T cells, primary screen, cytotoxicity control, cell-based, Jurkat E6.1, 60K MLSMR library | inhibition, % at 4 µM | actives 1.2% (n = 56,000) | Jurkat E6.1 viability, ATP luminescence, 48 h;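 active = inhibition above the mean inhibition of all tested compounds plus 3 SD, cut at about 28% in these data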
# M1 antag – antagonists of rat M1 muscarinic receptor. AID 628, 2007. Muscarinic acetylcholine receptor M1 (Rattus norvegicus), P08482. B-score at 10 µM. actives 3.4% (n = 64,000). CHO-M1 cells, Fluo-4 calcium, ACh EC80 antagonist mode; hits give low values;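 active = calcium fluorescence response, raw or row-and-column corrected B-score, differing from the plate sample mean either way at a set confidence level, mostly lower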
# Her2 expr inh – inhibitors of Her2 protein expression, primary screen, SKBR-3 cells, AlphaScreen, 66K library. Receptor tyrosine-protein kinase erbB-2 (Homo sapiens), P04626. SKBR-3 HER2 protein level, 18-24 h; hits give low values. HER2 level % of control, % at 10 µM. actives 0.69% (n = 65,000);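 active = HER2 level under 5% of the carrier-only control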;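 note: 100% = DMSO carrier and 0% = 500 nM PU-H71 HSP90 inhibitor; lower value means stronger loss of Her2 protein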
# M1 agonist – M1 muscarinic receptor agonists, primary screen, CHO-M1 cells, Fluo-4 calcium, agonist mode; Fluo-4 calcium fluorescence; hits give high values; Muscarinic acetylcholine receptor M1; B-score at 10 µM; actives 3% (n = 64,000);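 active = fluorescence rise, raw or as B-score row- and column-corrected plate score, outside the 99.7% band of its plate's samples, either direction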
# HTR1E antagonist – 5-HT1E receptor antagonists, primary screen, cell-based, HTS; actives 0.99% (n = 65,000); inhibition, % at 6 µM; CHO 5-HT1E Ga15 NFAT-bla reporter, FRET, antagonist;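 active = inhibition above a set limit, the mean inhibition across every tested compound plus 3 SD, cut at about 29% in these data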;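 note: signal is the 460 over 535 nm emission ratio of beta-lactamase substrate; 0% = agonist plus DMSO wells and 100% = wells without agonist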
# Target sequence (P28566 whole entry, looked up): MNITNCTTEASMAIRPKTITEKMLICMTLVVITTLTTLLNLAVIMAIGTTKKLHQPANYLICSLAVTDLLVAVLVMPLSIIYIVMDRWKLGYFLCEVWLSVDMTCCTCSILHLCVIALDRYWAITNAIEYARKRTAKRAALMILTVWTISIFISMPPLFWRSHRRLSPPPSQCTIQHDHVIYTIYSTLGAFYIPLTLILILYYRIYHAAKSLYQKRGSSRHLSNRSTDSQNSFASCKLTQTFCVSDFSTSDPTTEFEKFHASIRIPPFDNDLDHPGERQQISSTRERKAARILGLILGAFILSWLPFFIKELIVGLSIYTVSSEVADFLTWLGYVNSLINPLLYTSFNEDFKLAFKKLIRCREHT
# HEK293 NFkB inh – inhibitors of PMA/ionomycin-induced NF-kB reporter, primary screen, antigen receptor NF-kB inhibitor project, cell-based, HEK-293 luciferase reporter, luminescence; HEK-293 NF-kB luciferase reporter; inhibition, % at 3 µM; actives 0.21% (n = 62,000); AID 465, 2006;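 active = inhibition above the mean of all tested compounds plus 3 SD, cut at about 40% in these data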;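 note: 0% = stimulated DMSO wells and 100% = 10 µM reference inhibitor 5653914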
#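 Reagent: PMA plus ionomycin mix as NF-kB-activating stimulus. Assay system: NF-kB luciferase reporter HEK-293 cells. Technique: luminescence from luciferase substrate reagent. Incubation: 1 h compound pre-incubation, 16 h PMA/ionomycin at 37 °C. Benchmarks: DMSO only as uninhibited control, 10 µM reference inhibitor as full inhibition. Repeats: tested once.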
# HTR1E agonist – 5-HT1E receptor agonists, primary screen, cell-based, HTS. 5-hydroxytryptamine receptor 1E (Homo sapiens), P28566. CHO 5-HT1E Ga15 NFAT-bla reporter, FRET; 0% DMSO wells, 100% control agonist wells. activation, % at 6 µM. actives 0.69% (n = 65,000);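 active = activation above a set limit, the screen-wide mean activation plus 3 SD, cut at about 8.5% in these data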;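 note: 100% = positive control agonist at 1 µM giving full maximal response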
# Starred values were filed as active, the others as inactive; x = no result given.
SMILES,S1P1 ag pot,S1P3 agonist,Jurkat tox 60K,M1 antag,Her2 expr inh,M1 agonist,HTR1E antagonist,HEK293 NFkB inh,HTR1E agonist
c1cc(-c2nnc3n2CCCCC3)ccn1,2,-0.3,3,-0.11,141,-0.65,-11,7,4.7
CC(C)COC(=O)C(C#N)c1nc2ccccc2nc1N1CCN(Cc2ccccc2)CC1 (centres undefined),5,-0.4,-8,-1.3*,90,-2.3*,-6,8,-1.2
CCOC(=O)c1cc2c(=O)n3ccccc3nc2n(Cc2ccccc2)c1=N,x,x,x,-1,x,-1.3,-4,15,0.4
CC(O)CNc1nc2ccccc2n1-c1ncnc2sc3c(c12)CCC3 (centres undefined),10,-0.6,-3,-1.6,71,1.1,14,4,0.3
CCOC(=O)C1CCN(CC(O)COc2ccc(C(C)(C)CC)cc2)CC1 (centres undefined),x,x,x,-4.7*,97,-0.42,-5,6,-2.0
COc1ccccc1C(=O)N1CCN(C2CCN(Cc3ccccc3)CC2)CC1,x,-0.6,4,-1.8,56,1.2,1,-1,-0.1
Cc1ccc(CNC(=O)CCc2c(C)nc3ncnn3c2C)cc1,7,-0.9,2,0.64,81,0.027,-2,17,-0.4
CCc1nc(N2CCN(c3nc(C)cc(C)n3)CC2)c2oc3ccccc3c2n1,-6,-1.1,-3,0.038,131,0.0066,5,18,-0.4
Cc1cccc(N2CC(C)Cn3c2nc2c3c(=O)n(CC(=O)OCc3ccccc3)c(=O)n2C)c1 (centres undefined),8,-1.1,0,-0.23,66,-0.45,-3,16,0.3
Cn1c(=O)n(CC(=O)NCc2cccnc2)c2ccccc21,-20,-1.0,-4,1.2,108,-1.2,6,-1,0.3
O=C(CSc1ccc2nnc(-c3ccc(F)cc3)n2n1)N1CCCCC1,6,-1.0,-3,0.063,112,0.33,-12,7,-0.5
O=C(Nc1ccc(F)cc1)N1CCn2c(nc3ccccc32)C1,-22,-0.2,3,-0.16,109,-0.95,-5,8,-0.2
CCOc1cc2[nH]c(=O)n(CCCCC(=O)NCc3ccco3)c(=O)c2cc1OCC,-18,-0.2,8,-0.22,93,0.87,2,16,-0.5
CC(C)(C)c1ccc(C(=O)C=[N+]=[N-])cc1,8,-2.3,x,0.55,134,-0.96,8,x,-0.5
COc1ccc(OC)c(C2=Nn3c(nnc3-c3cc(OC)c(OC)c(OC)c3)SC2)c1,-33,0.6,4,-0.00012,114,3.3*,44*,33,3.1
Cc1c(C(=O)O)sc2nc(C)n(C)c(=O)c12,-12,-0.8,3,0.084,101,0.038,-3,12,-0.8
Cc1ccccc1NC1C=CS(=O)(=O)C1 (centres undefined),-4,-0.2,3,0.27,86,-0.064,10,22,0.3
CC(=O)Nc1nonc1NC(=O)CSc1ncn[nH]1,13,-1.1,4,-0.24,111,-0.2,9,5,-0.4
Cc1cccc(NC(=O)CSc2nnc(CCCCCNC(=O)OC(C)(C)C)o2)c1C,-1,-0.6,14,-0.57,100,2.2,-9,13,-1.3
CC(Oc1ccccc1F)C(=O)NCCN1CCCCC1 (centres undefined),-10,0.2,-5,-0.71,114,-0.36,4,-2,0.1
COc1ccc(N=C2SCC(=O)N2c2ccc(OC)cc2)cc1,6,0.2,0,0.36,99,-0.19,-2,-2,0.0
O=C(NCCCN1CCOCC1)c1ccc(S(=O)(=O)N2CCOCC2)cc1,-4,-1.5,6,-0.084,100,-1.5,-3,7,0.1
O=C(CN1C(=O)c2ccccc2S1(=O)=O)NC1CCCC1,x,-1.2,-9,-0.053,86,-1.2,-5,5,0.6
Cn1c(=O)c2c(nc(CN3CCN(Cc4ccccc4)CC3)n2CCN2CCOCC2)n(C)c1=O,13,-0.8,2,0.64,86,-0.94,3,-6,0.3
CCOC(=O)c1c(NS(C)(=O)=O)sc2c1CCC(C)C2 (centres undefined),0,-0.9,5,0.42,99,0.6,-6,2,-0.1

# Three structures out of the list, ordered by heavy-atom count, low to high.
SMILES,S1P1 ag pot,S1P3 agonist,Jurkat tox 60K,M1 antag,Her2 expr inh,M1 agonist,HTR1E antagonist,HEK293 NFkB inh,HTR1E agonist
CC(Oc1ccccc1F)C(=O)NCCN1CCCCC1 (centres undefined),-10,0.2,-5,-0.71,114,-0.36,4,-2,0.1
CCOc1cc2[nH]c(=O)n(CCCCC(=O)NCc3ccco3)c(=O)c2cc1OCC,-18,-0.2,8,-0.22,93,0.87,2,16,-0.5
Cc1cccc(N2CC(C)Cn3c2nc2c3c(=O)n(CC(=O)OCc3ccccc3)c(=O)n2C)c1 (centres undefined),8,-1.1,0,-0.23,66,-0.45,-3,16,0.3

# An excerpt of these results, as labelled records:
CC(C)COC(=O)C(C#N)c1nc2ccccc2nc1N1CCN(Cc2ccccc2)CC1 (centres undefined)
  S1P1 ag pot: 5	S1P3 agonist: -0.4	Jurkat tox 60K: -8	M1 antag: -1.3*	Her2 expr inh: 90	M1 agonist: -2.3*	HTR1E antagonist: -6	HEK293 NFkB inh: 8	HTR1E agonist: -1.2
CCOC(=O)c1cc2c(=O)n3ccccc3nc2n(Cc2ccccc2)c1=N
  S1P1 ag pot: x	S1P3 agonist: x	Jurkat tox 60K: x	M1 antag: -1	Her2 expr inh: x	M1 agonist: -1.3	HTR1E antagonist: -4	HEK293 NFkB inh: 15	HTR1E agonist: 0.4
CC(O)CNc1nc2ccccc2n1-c1ncnc2sc3c(c12)CCC3 (centres undefined)
  S1P1 ag pot: 10	S1P3 agonist: -0.6	Jurkat tox 60K: -3	M1 antag: -1.6	Her2 expr inh: 71	M1 agonist: 1.1	HTR1E antagonist: 14	HEK293 NFkB inh: 4	HTR1E agonist: 0.3
CCOC(=O)C1CCN(CC(O)COc2ccc(C(C)(C)CC)cc2)CC1 (centres undefined)
  S1P1 ag pot: x	S1P3 agonist: x	Jurkat tox 60K: x	M1 antag: -4.7*	Her2 expr inh: 97	M1 agonist: -0.42	HTR1E antagonist: -5	HEK293 NFkB inh: 6	HTR1E agonist: -2.0

# Some of the entries so far, field by field.
structure: Cc1ccccc1NC1C=CS(=O)(=O)C1 (centres undefined)
  S1P1 ag pot: -4
  S1P3 agonist: -0.2
  Jurkat tox 60K: 3
  M1 antag: 0.27
  Her2 expr inh: 86
  M1 agonist: -0.064
  HTR1E antagonist: 10
  HEK293 NFkB inh: 22
  HTR1E agonist: 0.3

structure: COc1ccc(OC)c(C2=Nn3c(nnc3-c3cc(OC)c(OC)c(OC)c3)SC2)c1
  S1P1 ag pot: -33
  S1P3 agonist: 0.6
  Jurkat tox 60K: 4
  M1 antag: -0.00012
  Her2 expr inh: 114
  M1 agonist: 3.3*
  HTR1E antagonist: 44*
  HEK293 NFkB inh: 33
  HTR1E agonist: 3.1

# (next part)
SMILES,S1P1 ag pot,S1P3 agonist,Jurkat tox 60K,M1 antag,Her2 expr inh,M1 agonist,HTR1E antagonist,HEK293 NFkB inh,HTR1E agonist
O=c1ccn(CCOc2ccc(Cl)cc2)c(=O)[nH]1,10,-1.2,0,0.29,114,0.02,-1,13,-1.2
Cc1oc(-c2ccc(Cl)cc2)nc1CN1CCCC(C(=O)NCc2cccnc2)C1 (centres undefined),26,-1.1,32,-0.7,78,-0.98,12,14,12*
CCN1CCN(c2ncnc3c2oc2nc(C(C)C)c4c(c23)CCC4)CC1,-32,-0.9,9,-0.48,88,-0.018,-6,3,1.6
O=C(NCCOc1ccc(Cl)cc1)C1CC(=O)N(c2ccc(F)cc2)C1 (centres undefined),-21,-1.5,-8,-0.077,73,0.84,-5,15,-0.3
CN(C)c1ccc(-c2noc(C3CCN(S(=O)(=O)c4cccc(Cl)c4)CC3)n2)cc1,x,x,x,-0.13,x,0.21,-3,17,-0.2
CS(=O)(=O)N1CCCC(C(=O)N2CCc3ccccc3C2)C1 (centres undefined),-22,0.1,-10,0.48,87,-0.091,-10,10,0.0
Cc1ccc(-n2c(CNc3ccc(F)cc3)nnc2SCC(=O)NCc2ccco2)cc1,-2,-0.1,1,0.4,108,0.46,-1,11,-1.3
Cn1c(=NC(=O)CN2C(=O)C3CC=CCC3C2=O)sc2ccccc21 (centres undefined),11,-0.3,-4,0.39,166,0.86,11,20,-0.6
Cc1onc(-c2ccccc2Cl)c1C(=O)Nc1ccc(OCC(=O)N2CCOCC2)cc1,-4,-0.6,3,-0.022,108,-0.36,-3,13,0.3
O=C(O)CC1NC(=O)N(c2ccc(Cl)cc2)C1=O (centres undefined),-21,-0.2,0,0.49,132,-0.14,8,16,-0.1
CC(NC(=O)c1ccco1)C(c1cccs1)N1CCOCC1 (centres undefined),-18,0.6,-7,0.92,121,0.76,-11,20,0.2
FC(F)(F)c1nnc2sc(-c3ccco3)nn12,-32,-0.8,-5,0.16,95,-1.1,3,7,-0.3
Cc1nc2ccccn2c1C(=O)NCCCN1CCOCC1,-7,-0.5,-4,1.3,90,-0.029,-10,10,0.1
COc1ccc(N(CC(=O)Nc2ccc(OC)c(Cl)c2)S(=O)(=O)c2c(C)noc2C)cc1,-19,-1.2,4,0.97,57,-0.88,6,10,0.1
Cc1nn(CC(=O)Nc2ccc(C(=O)N3CCCC3)cc2)c(=O)c2ccccc12,1,-1.9,5,0.43,103,2,-3,15,0.1
CNc1ccc(OC(F)F)cc1C(=O)c1ccccc1,-27,-1.1,8,-0.72,93,0.28,12,17,-1.3
CS(=O)(=O)c1nncn1-c1ccccc1,x,-0.4,-9,0.0089,99,-0.65,1,3,0.5
Cc1ccc(Cn2c(=O)cc(C(=O)O)c3ccccc32)cc1,x,x,x,-0.2,74,-0.71,6,10,-0.4
CN(C)CCNC(=O)c1ccc(CS(=O)(=O)c2c(Cl)cccc2Cl)o1,-8,0.4,-1,0.92,95,1,-8,6,0.4
COC(=O)[C@H](C)NC(=O)NCc1ccc(F)cc1,-13,-0.8,2,-0.18,85,-0.23,-1,0,-0.1
Cc1ccc(C(=O)NCc2ccco2)cc1S(=O)(=O)N1CCCCC1,x,x,x,0.19,322,0.85,11,13,-0.6

# Screens: PubChem BioAssay, several laboratories
